FEN1 inh: qHTS Assay for the Inhibitors of Human Flap endonuclease 1 (FEN1); P39748; Recombinant FEN1 flap cleavage, fluorescence, 15 min; Potency, µM (highest dose often 114 µM), without a hit: at the top dose activity change, negative = inhibition, actives largely listed as inhibitors; hit rate 0.35% among 390,000; AID 588795, 2011; also: nearly all actives have a fitted effect of over 65% in size
Target sequence (P39748 whole entry, looked up): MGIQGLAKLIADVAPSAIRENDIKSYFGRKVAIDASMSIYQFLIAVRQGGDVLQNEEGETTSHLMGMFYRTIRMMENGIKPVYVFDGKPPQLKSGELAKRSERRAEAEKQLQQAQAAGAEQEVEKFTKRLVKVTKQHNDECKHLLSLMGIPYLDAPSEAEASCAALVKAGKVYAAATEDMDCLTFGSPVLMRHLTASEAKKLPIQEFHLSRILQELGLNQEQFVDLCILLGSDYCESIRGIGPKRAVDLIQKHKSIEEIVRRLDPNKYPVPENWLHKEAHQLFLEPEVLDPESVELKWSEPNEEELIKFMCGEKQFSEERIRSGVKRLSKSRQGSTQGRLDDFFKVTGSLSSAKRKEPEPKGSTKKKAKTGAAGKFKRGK
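Recombinant FEN1 (10 nM) was preincubated with pin-transferred compounds for 15 min at room temperature, then flap DNA substrate (50 nM final) was added. Plates were read at 0 and 15 min, and normalized concentration–response data were fitted to a four-parameter Hill equation.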
N370S GC mod: qHTS Assay for Inhibitors and Activators of N370S glucocerebrosidase as a Potential Chaperone Treatment of Gaucher Disease. N370S GC spleen homogenate, 4MU-glucoside fluorescence. hit rate 0.092% among 330,000. AID 2101, 2009. Lysosomal acid glucosylceramidase (Homo sapiens), P04062. Potency, µM (doses to about 59.4 µM), without a hit: at the highest dose activity change, negative = inhibition, usual class: inhibitors;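 also: 0% = full enzyme activity and -100% = no enzyme basal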
TDP1 inh: qHTS Assay for Inhibitors of Tyrosyl-DNA Phosphodiesterase (TDP1). Tyrosyl-DNA phosphodiesterase 1 (Homo sapiens), Q9NUW8. recombinant TDP1, AlphaScreen DNA substrate cleavage. Potency, µM (top dose mostly 130 µM), inactives show at the top dose activity change, negative = inhibition, hits mostly inhibitors. hit rate 0.28% among 350,000. AID 485290, 2010; also: nearly all actives have a fitted effect of over 40% in size
Target sequence (Q9NUW8 whole entry, looked up): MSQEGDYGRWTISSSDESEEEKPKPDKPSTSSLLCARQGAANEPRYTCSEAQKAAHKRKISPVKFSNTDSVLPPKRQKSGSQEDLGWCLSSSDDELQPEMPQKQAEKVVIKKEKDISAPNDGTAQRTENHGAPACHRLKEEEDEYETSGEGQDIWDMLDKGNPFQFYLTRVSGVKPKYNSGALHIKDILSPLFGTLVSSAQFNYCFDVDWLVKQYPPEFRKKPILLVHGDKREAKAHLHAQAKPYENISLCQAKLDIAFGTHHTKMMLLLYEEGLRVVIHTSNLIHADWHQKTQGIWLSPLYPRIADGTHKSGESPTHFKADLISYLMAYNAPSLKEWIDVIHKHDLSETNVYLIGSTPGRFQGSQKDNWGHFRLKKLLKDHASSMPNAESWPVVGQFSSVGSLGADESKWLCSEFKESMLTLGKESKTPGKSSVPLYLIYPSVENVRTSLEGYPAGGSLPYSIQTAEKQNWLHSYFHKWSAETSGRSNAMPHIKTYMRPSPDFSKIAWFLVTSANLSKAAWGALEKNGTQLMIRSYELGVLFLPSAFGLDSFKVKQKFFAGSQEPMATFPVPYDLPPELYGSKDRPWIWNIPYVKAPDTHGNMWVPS
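Steps: enzyme plus compound, 15 min RT; add biotin/phosphotyrosine-FITC oligonucleotide (15 nM final), react 5 min; add donor/acceptor beads (10 ug/ml final), 10 min; read AlphaScreen. Tdp1 at 1 nM final.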
* = called active by the depositor; u = inconclusive; x = no result given; & = joins results of further samples; [ ] = another dose, or the depositor's remark. Calls follow the shape of the dose curve; as a rule, active = well fitted curve in the direction sought with a large enough effect; inconclusive = small, poorly fitted or top-dose-only effect, or another doubt; inactive = no such curve, though single readings can be large; an effect the other way counts as inactive or inconclusive. Unless noted, % is scaled to controls: 0 for no effect and ±100 for the full control effect; potency is read from the fitted curve at half-maximal effect.

SMILES | FEN1 inh | N370S GC mod | TDP1 inh
Cc1ccc(S(=O)(=O)N(C)C)cc1NC(=O)c1cncc(Br)c1 | -4% | 4% | 4%
C/C(Nc1ccc(Cl)cc1)=C(/C#N)C(N)=O | 7% | -3% | -2%
Cc1ccc(S(=O)(=O)Nc2ccc(SC(F)F)cc2)c(C)c1 | 1% | -4% | 5%
O=C(Nc1ccc(S(=O)(=O)N2CCCC2)cc1)c1cccnc1Cl | -7% | -14% | x
CCN(Cc1ccc2c(c1)OCO2)C(=O)/C=C/c1cccc(Br)c1 | -4% | -8% | -6%
O=C(CSc1nnc(-c2ccccn2)o1)Nc1cccc(Cl)c1 | 1% | 0% | x
Cc1cc(S(=O)(=O)NCc2ccc(N3CCN(C)CC3)cc2)c(C)s1 | -5% | 11% | 4%
C=CCn1c(SCC(=O)NC(=O)NCC(C)C)nnc1C1CCCCC1 | -6% | -2% | 0%
Cc1ccccc1-n1c(SCC(=O)N/N=C/C=C/c2ccccc2[N+](=O)[O-])nc2ccccc2c1=O | -1% | 0% | 8%
COCCCNC(=O)CN1C(=O)c2cccc3cccc1c23 | 7% | -3% | x
Cc1ccc(C(=O)CSc2nsc(C)c2C#N)cc1 | 0% | 11% | -3%
COc1ccc2[nH]c(C)c(C(=O)CN3CCN(C/C=C/c4ccccc4)CC3)c2c1 | -3% | -3% | x

Molecules shown so far that contain nitrogen in an aromatic ring (7):
SMILES | FEN1 inh | N370S GC mod | TDP1 inh
Cc1ccc(S(=O)(=O)N(C)C)cc1NC(=O)c1cncc(Br)c1 | -4% | 4% | 4%
O=C(Nc1ccc(S(=O)(=O)N2CCCC2)cc1)c1cccnc1Cl | -7% | -14% | x
O=C(CSc1nnc(-c2ccccn2)o1)Nc1cccc(Cl)c1 | 1% | 0% | x
C=CCn1c(SCC(=O)NC(=O)NCC(C)C)nnc1C1CCCCC1 | -6% | -2% | 0%
Cc1ccccc1-n1c(SCC(=O)N/N=C/C=C/c2ccccc2[N+](=O)[O-])nc2ccccc2c1=O | -1% | 0% | 8%
Cc1ccc(C(=O)CSc2nsc(C)c2C#N)cc1 | 0% | 11% | -3%
COc1ccc2[nH]c(C)c(C(=O)CN3CCN(C/C=C/c4ccccc4)CC3)c2c1 | -3% | -3% | x

Further compounds follow:
SMILES | FEN1 inh | N370S GC mod | TDP1 inh
COc1cccc(C2C(C)CCC3C(=O)N(C)C(C(C)C)C(=O)N32)c1 (stereo unspecified) | x | -1%[12.8 µM] | 4%[21 µM]
COC(=O)C(Cc1csc2ccc(Cl)cc12)NC(=O)c1ccc(Cl)cc1 (stereo unspecified) | -15% | 7% | 5%
COC1CCCN(C(=O)c2ccc3nc(Cc4cccc(Cl)c4)oc3c2)C1 (stereo unspecified) | 6% | -5% | 2%
CC(=O)Nc1ccc(S(=O)(=O)NNC(=O)c2cccc([N+](=O)[O-])c2)cc1 | -17% | -3% | 4%
O=C(NCCc1cn2ccccc2n1)c1cc(COc2c(F)cccc2F)on1 | -7% | -5% | -8%
COc1ccc(CCNC(=O)Cn2c(-c3ccc(F)cc3)cc(C(C)=O)c2C)cc1OC | 2% | x | -3%
O=C1OCCN1c1c(-c2ccccc2)c(-c2cccs2)nc2c(-c3ccccc3)cccc12 | 7% | 1% | x
O=C(NC(=S)NCc1ccccc1)C1CCCCC1 | -2% | 3% | 4%
COCCNC(=O)Cn1nc(C(F)(F)F)cc1C | 8% | 4% | 4%
O=C(Nc1cc(S(=O)(=O)N2CCOCC2)ccc1N1CCOCC1)C1CCCO1 (stereo unspecified) | -4% | 2% | 3%
CCOc1ccc(NC(=O)c2cnn(-c3ccccc3)c2-n2cccc2)cc1 | u | x | 0%
CCN(CC(=O)Nc1ccc(NC(C)=O)cc1)C(=O)c1ccc(=O)[nH]c1 | -13% | -1% | 2%
COCCN1CCN(C(=O)c2cc(COc3ccc(F)cc3F)on2)CC1 | 5% | 2% | 3%[56.1 µM]
O=C(Nc1ccc(Cl)cc1)N(Cc1cccs1)Cc1cccs1 | 13% | 6% | -5%
Nc1c(Cl)cc(C2=NCCn3c2c2ccccc2[n+]3[O-])cc1Cl | 7% | u | 5%
CCOc1ccc(C(C)C)cc1S(=O)(=O)N1CCN(C(=O)c2ccco2)CC1 | 20% | -1% | 8%
Cc1ccccc1OCC(=O)NNC(=O)Nc1ccccc1 | -1% | -1% | 3%
COc1cccc(/C=C2\SC(=S)N(CCC(=O)NNC(=O)c3ccccc3OC)C2=O)c1 | 2% | 0% | 3%[0.0935 µM]
Cc1ccc(S(=O)(=O)N2CCOCC2)cc1NC(=O)COC(=O)c1cccnc1Cl | 0% | 4% | 1%
Cn1c(=O)c2nnn(/N=C(\c3ccccc3)C3CC3)c2n(C)c1=O | 0% | 7% | 0%
COc1ccc(Cl)cc1NC(=S)NCCCN1CCCC1=O | -2% | -1% | -5%
CN(C)Cc1ccccc1-c1nc(N2CCOCC2)c2ccccc2n1 | x | 3% | 4%
CN(C)CCCNc1cc(Cl)c(S(=O)(=O)N2CCCCC2)cc1C(=O)O | -2% | 10% | -4%
CC(C)(C)c1ccc(OCCSc2nc(-c3cccs3)nc3cc(=O)[nH]n23)cc1 | -21% | x | 5%

Record cards, from the list above.
CCN(Cc1ccc2c(c1)OCO2)C(=O)/C=C/c1cccc(Br)c1 is listed with FEN1 inh = -4%; N370S GC mod = -8%; TDP1 inh = -6%
O=C1OCCN1c1c(-c2ccccc2)c(-c2cccs2)nc2c(-c3ccccc3)cccc12 is listed with FEN1 inh = 7%; N370S GC mod = 1%; TDP1 inh = x

Next structures.
SMILES | FEN1 inh | N370S GC mod | TDP1 inh
CCOCCCNC(=S)N1CCN(Cc2ccc3c(c2)OCO3)CC1 | -2% | -12% | 3%
CCOC(=O)c1c(C)oc2cc(Br)c(OC)cc12 | -15% | -15% | 6%
C=C(c1ccccc1C)[n+]1ccccc1 | 13% | -1% | x
Cc1cc(S(=O)(=O)N2CCOCC2)ccc1NC(=O)c1ccc(F)cc1 | 1% | 0% | x
Cc1cccc([C@@H]2[C@@H]3C(=O)N(Cc4ccccc4)C(=O)[C@@H]3[C@]3(C)C(=O)N(c4cccc(F)c4)C(=O)N23)c1 | -17% | -5% | 1%
Cc1ccc2c(c1)N(C(=O)CCC(=O)NCc1cccc(Br)c1)CC(C)O2 (stereo unspecified) | -3% | -6% | x
CC(CCO)Nc1nc2c([nH]1)c(=O)n(C)c(=O)n2C (stereo unspecified) | 5% | -10% | 2%
O=C(COc1ncnc2cc([N+](=O)[O-])ccc12)NC1CCCCC1 | 7% | -12% | 3%
CN1Cc2c(N)cccc2C(c2ccccc2)C1 (stereo unspecified) | -7%&-6% | 5%&-3%&-10% | 3%
Cc1ccc(C2(C)NC(=O)N(CC(=O)N(C)CC(=O)Nc3cccc(F)c3)C2=O)cc1 (stereo unspecified) | -8% | x | 2%
Cc1nc(N2CCOCC2)nc(N2CCCCC2)c1[N+](=O)[O-] | -3% | 5% | 5%
CCCOc1ccc(C(C)=O)cc1CSc1nc(O)cc(=O)[nH]1 | -16% | 0% | -1%
COc1ccccc1OCc1ccc(C(=O)NCC(C)C)o1 | 12% | -3% | 5%
Cc1ccc(-c2nc3ncccc3o2)cc1NC(=O)CC(C)C | 10% | 14% | 3%
CC(NC(=O)c1ccccc1NC(=O)c1ccco1)C(=O)O (stereo unspecified) | -11% | 15% | 6%
CN(Cc1ccccc1)C(=O)COC(=O)CNS(=O)(=O)c1ccc2ccccc2c1 | -3% | 0% | x
COc1cc(NC(=O)Nc2cccc(Cl)c2)c(C(=O)O)cc1OC | -16% | 0% | -1%
O=C(CSc1ccc2nnc(-c3ccccn3)n2n1)Nc1ccccc1F | 6% | -2% | 7%
O=C(Nc1ccccc1N1CCCCC1)c1ccc(-c2ccc(Cl)cc2)o1 | 12% | 8% | -3%
CCOC(=O)c1c(C)n(-c2ccc(F)cc2)c2ccc(O)cc12 | -7% | 3% | x
O=C(CNCc1ccc(Cl)cc1)NCc1ccco1 | -5% | 4% | -8%
C=CCNc1nnc(SCC(=O)Nc2ccccc2OC)c2ccccc12 | -9% | -10% | 4%
CCOC(=S)SCC(=O)Nc1nc(C)c(C)s1 | 1% | -22% | 4%
CCN1C(=O)/C(=C/N2CC(C)CC(C)C2)SC1=S (stereo unspecified) | 5% | 2% | 1%
Cc1cc(C)cc(-n2c(SCC(N)=O)nc3c(oc4ccccc43)c2=O)c1 | 16% | x | 7%
CCC(C)Sc1ccc(-c2nc3ccccn3c2NCc2ccccc2)cc1OC (stereo unspecified) | -24% | x | 4%
O=C(O)C1C2C=CC3(CN(Cc4ccncc4)C(=O)C13)O2 (stereo unspecified) | -3% | 7% | 0%
O=C(CCc1nnc(-c2ccsc2)o1)N1CCCCC1CCn1ccnc1 (stereo unspecified) | 14% | 2% | -5%
CN1/C(=C\C=N\NC(=O)c2ccc(O)cc2)C(C)(C)c2ccccc21 | -4% | -17% | 8%
CCOC(=O)c1c(-c2ccsc2)csc1N | -7% | 0%[2.35 µM] | 9%
CN1CCN(c2ccccc2NC(=O)c2ccc3c(c2)OCCO3)CC1 | 6% | -5% | 13%
CN(Cc1ccccc1)c1nc(-c2ccc([N+](=O)[O-])cc2)nc2ccccc12 | -4% | 30% | -6%
CC1CN(CC(=O)c2c(N)n(Cc3ccccc3)c(=O)n(C)c2=O)CC(C)O1 (stereo unspecified) | 10% | 25% | -1%
O=c1[nH]c(=O)n(-c2cc(Br)c(O)c(Br)c2)cc1Br | -12% | -7% | x
CCn1c(=O)n(CC)c2cc(N3CCCC3)c(NC(=O)c3ccccc3C)cc21 | 2% | 0% | 8%
COc1cc(Cl)c(NC(=O)CCc2nc3cccnc3n2-c2ccccc2)c(OC)c1 | -4% | x | 12%
CCC(C)NC(=O)CSc1nc2c(sc3ccccc32)c(=O)n1CCCN1CCOCC1 (stereo unspecified) | 11% | 6% | -6%
COc1ccc(C(=O)Nc2ccc(Oc3ncnc4sc(-c5ccccc5)cc34)cc2)cc1OC | 1% | -1% | -3%
CCOC(=O)/C(C#N)=C/c1c(Oc2cc(C)cc(C)c2)nc2ccccn2c1=O | -4% | 6% | x
O=C(Nc1ccc(F)cc1)C1C2CCC3C(CCC21)C3(Cl)Cl (stereo unspecified) | -19% | 10% | x
C=CCNC(=O)c1c(CSc2ccccc2)noc1C(=O)NCc1ccccc1 | -1% | 11% | -4%
O=C(Nc1ccccc1F)C(=O)Nc1cccc2ccccc12 | 2% | -12% | x
COc1ccc(NC(=O)N2CCN(S(=O)(=O)c3ccc4c(ccn4C)c3)CC2)cc1OC | 13% | x | 8%
CCOC(=O)C(=O)N/N=C(/c1ccccc1)c1ccc(OC)cc1 | 14% | 3% | x
COc1ccc(C2/C=C\CN(S(=O)(=O)c3ccc(C)cc3)[C@H](Cc3ccccc3)C(=O)N2Cc2ccc(F)cc2)cc1 (stereo partly specified) | 1% | 6% | 8%
CCCCN(C(=O)c1ccc(N2CCCC2=O)cc1)c1c(N)n(CCCC)c(=O)[nH]c1=O | -2% | u | x
Cc1ccc(NC(=O)CNC(c2ccccc2)c2ccccc2)c(F)c1 | -9% | 21% | -4%
COc1ccc(CCC(=O)NCCc2csc(-c3ccc(Cl)cc3)n2)cc1 | 16% | x | 2%
COc1cc(OC)c(NC(=O)C2CCCN(c3ncnc4c3nc3n4CCCCC3)C2)cc1Cl (stereo unspecified) | 16% | x | 1%
Cc1cc(OCCCCOc2ccc(C#N)cc2)ccc1[N+](=O)[O-] | u | -7% | x
Cc1cccc(CCN=C(N)NS(=O)(=O)c2ccccc2)c1 | 20% | -7% | 0%
Cc1nc(Nc2ccccc2Cl)sc1C(=O)Nc1ccccc1 | 5% | u | 11%
CC(C)n1cc(NC(=O)c2cc(-c3ccccc3)on2)cn1 | -2% | -7% | 6%
CC(=N)C1=C(O)CC(c2ccccc2)CC1=O (stereo unspecified) | 4% | 1% | 3%
COc1ccc(-c2nn3c(-c4ccccc4)nnc3c3ccccc23)cc1 | -19% | x | 1%
CN1CCN(C(=O)c2ccc(-n3cccc3)cc2)CC1 | 5% | 2% | 3%
CC(Oc1ccc([N+](=O)[O-])cc1)C(=O)NCC1CCCO1 (stereo unspecified) | -9% | 0% | 3%
CCOc1cc(C)c(C(C)C)cc1S(=O)(=O)N1CCOCC1 | -2% | 6% | 0%
O=C(NC1CCCCC1)N1CCN(CCc2ccccc2)CC1 | -10% | -1% | 3%
CCN(CC)C(=O)C1CC(c2ccc(OC)cc2)=NO1 (stereo unspecified) | -4% | 0% | 0%
O=C(CCC1CCCC1)NCCS(=O)(=O)N1CCN(c2ccccc2F)CC1 | -3% | 0% | 1%
COc1cccc(C2CC(=O)N3CN(C4CCCCC4)CSC3=C2C#N)c1 (stereo unspecified) | u | x | -2%
